Mito fusion act – qHTS Assay for Small Molecule Inhibitors of Mitochondrial Division or Activators of Mitochondrial Fusion | AID 485298, 2010 | Potency, µM (titrated, usually from 46.1 µM), without a hit: at the highest dose growth rescue (activation), usual class: activators | S. cerevisiae fusion-defective mutant growth rescue, CellTiterGlo 48 h | hit rate 0.23% among 320,000;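 note: potency is the fitted concentration of half-maximal effect; % of control where 0% means no effect; nearly all actives have a fitted effect of over 45% in size; temperature-sensitive fusion mutants such as fzo1-1 at 37 °C on non-fermentable ethanol glycerol medium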
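S. cerevisiae fusion-defective temperature-sensitive mutants (e.g. fzo1-1, mgm1-5) grown 48 h at 37C in YPEG (ethanol/glycerol non-fermentable) medium with 23 nl compound per well; growth rescue read as CellTiterGlo luminescence.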
PTAP TSG101 blk – qHTS Assay for Iinhibitors of HIV-1 Budding by Blocking the Interaction of PTAP/TSG101; Fluorescence polarization, FITC-PTAP peptide / Tsg101 binding; Potency, µM (series often up to 115 µM), inactives show at the top dose activity change, negative = inhibition, most hits filed as inhibitors; 340,000 tested, under 10 active; active = well fitted inhibition curve with a large enough effect in the main read-out, with a control signal flat, not every such curve was filed as active; inconclusive = small, poorly fitted or top-dose-only effect, or effect the other way, or a change in a side signal; inactive = no such curve, though single readings can be large or run the other way; note: potency is the fitted concentration of half-maximal effect; % of control where 0% means no effect
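FP read-out: FITC-PTAP peptide, 50 nM final, binding Tsg101 binding domain, 10 uM final; 20 min, r.t.; 10 mM HEPES pH 7.5, 0.15 M NaCl, 0.01% Tween 20, 3 mM EDTA, 0.1 mM TCEP.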
uPA surface inh – qHTS for Inhibitors of Cell Surface uPA Generation; cell surface uPA generation assay, qHTS; Potency, µM (highest dose often 38.3 µM), for the others: at the top dose activity change, negative = inhibition, actives largely listed as inhibitors; hit rate 0.31% among 330,000; AID 540303, 2011; active = well fitted inhibition curve with a large enough effect; inconclusive = small, poorly fitted or top-dose-only effect; inactive = no such curve, though single readings can be large or run the other way; tested in mouse RAW 264.7 cells; note: potency is the fitted concentration of half-maximal effect; % is set by controls: 0 for no effect and ±100 for the full control effect; nearly all actives have a fitted effect of over 55% in size
BCR signal inh – qHTS Assay to Find Inhibitors of Chronic Active B-Cell Receptor Signaling | ABC-DLBCL IkBa-CBG/CBR reporter, luminescence ratio, 4 h | Potency, µM (highest dose often 46.1 µM), without a hit: at the highest dose ratio change, negative = lower green/red ratio, most hits filed as inhibitors | hit rate 0.05% among 340,000 | AID 493014, 2011; active = well fitted inhibition curve with a large enough effect in the signal ratio, with a control signal flat, not every such curve was filed as active; inconclusive = small, poorly fitted or top-dose-only effect, or effect the other way, or a change in a side signal; the % refers to the signal ratio;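 note: potency is the fitted concentration of half-maximal effect; plate controls were basal doxycycline-induced cells for no effect and cells given 10 µM MG132 for full effect; MG132 reads +100%, hits lower the ratio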
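Concentration-response series (up to 46 uM) were applied to TMD8 dual-reporter cells for 4 h at 37C with doxycycline. Green/red ratio, after filter-overlap correction, defined %Activity; red signal alone was normalised to basal cells and zero luminescence.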
B2AR arrestin – qHTS assay of beta-arrestin-biased ligands of beta2-adrenergic receptor; Potency, µM (series often up to 46.1 µM), without a hit: top-dose activation, hits mostly activators; beta-arrestin recruitment to beta2AR, cell-based reporter; hit rate 0.02% among 330,000; Beta-2 adrenergic receptor (Homo sapiens), P07550;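 note: potency is the fitted concentration of half-maximal effect; 0% = DMSO controls and full agonism = EC100 isoproterenol or metaproterenol; nearly all actives have a fitted effect of over 65% in size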
Target sequence (P07550 whole entry, looked up): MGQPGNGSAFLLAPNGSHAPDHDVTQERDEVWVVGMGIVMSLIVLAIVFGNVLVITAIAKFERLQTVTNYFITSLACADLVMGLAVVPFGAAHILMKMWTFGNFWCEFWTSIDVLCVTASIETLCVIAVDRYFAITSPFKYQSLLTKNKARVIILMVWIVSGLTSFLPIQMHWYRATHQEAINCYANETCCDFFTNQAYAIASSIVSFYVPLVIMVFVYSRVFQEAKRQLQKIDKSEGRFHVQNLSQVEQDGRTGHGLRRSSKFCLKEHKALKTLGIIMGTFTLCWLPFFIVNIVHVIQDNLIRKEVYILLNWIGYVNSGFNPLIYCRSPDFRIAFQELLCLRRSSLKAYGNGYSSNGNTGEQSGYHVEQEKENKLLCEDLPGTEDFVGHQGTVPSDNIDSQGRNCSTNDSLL
TSHR antagonist – Antagonists of the Thyroid Stimulating Hormone Receptor: HTS campaign; Thyrotropin receptor (Homo sapiens), P16473; TSHR-expressing cells, TSH-stimulated cAMP HTRF, 2 h; hits give low values; activity change, negative = inhibition, % at 11.5 µM; hit rate 0.2% among 330,000;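 active = activity change below a set negative limit, meaning inhibition stronger than a set level, cut at about -70% in these data; inconclusive = activity change between two set negative limits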; note: % is set by controls: 0 for no effect and ±100 for the full control effect
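Antagonism was scored as loss of TSH-driven cAMP in TSHR cells, stimulated with 4nM TSH (EC80) for 2 hours at 37 deg C and detected by homogeneous HTRF competition immunoassay.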
Eya2 inh – qHTS Assay for Inhibitors of the Phosphatase Activity of Eya2; recombinant Eya2, OMFP fluorescence dephosphorylation (OMFP is methylfluorescein phosphate); hit rate 0.006% among 330,000; AID 488837, 2010; Potency, µM (series often up to 76.9 µM), for the others: at the top dose activity, negative = inhibition, actives largely listed as inhibitors; note: potency is the fitted concentration of half-maximal effect; % is set by controls: 0 for no effect and ±100 for the full control effect
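Eya2 (0.2 uM) preincubated 10 min at ambient with compound, then OMFP substrate added at 50 uM; 10 min reaction in 50 mM HEPES pH 7.5, 50 mM NaCl, 5 uM MgCl2, 0.05% BSA, 1 mM DTT. Fluorescence read at Ex 485/Em 525 nm.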
USP2a inh – qHTS Assay for Inhibitors of Ubiquitin-specific Protease USP2a Using CHOP2 as the Reporter; Ubiquitin carboxyl-terminal hydrolase 2 (Homo sapiens), O75604; USP2 core, Ub-CHOP2 coupled fluorogenic reporter, 485/531; Potency, µM (doses to about 38.3 µM), for the others: top-dose activity change, negative = inhibition, usual class: inhibitors; hit rate 0.01% among 330,000;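 note: potency is the fitted concentration of half-maximal effect; plate controls were DMSO wells for no effect and full inhibition by NEM control for full effect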
Target sequence (O75604 whole entry, looked up): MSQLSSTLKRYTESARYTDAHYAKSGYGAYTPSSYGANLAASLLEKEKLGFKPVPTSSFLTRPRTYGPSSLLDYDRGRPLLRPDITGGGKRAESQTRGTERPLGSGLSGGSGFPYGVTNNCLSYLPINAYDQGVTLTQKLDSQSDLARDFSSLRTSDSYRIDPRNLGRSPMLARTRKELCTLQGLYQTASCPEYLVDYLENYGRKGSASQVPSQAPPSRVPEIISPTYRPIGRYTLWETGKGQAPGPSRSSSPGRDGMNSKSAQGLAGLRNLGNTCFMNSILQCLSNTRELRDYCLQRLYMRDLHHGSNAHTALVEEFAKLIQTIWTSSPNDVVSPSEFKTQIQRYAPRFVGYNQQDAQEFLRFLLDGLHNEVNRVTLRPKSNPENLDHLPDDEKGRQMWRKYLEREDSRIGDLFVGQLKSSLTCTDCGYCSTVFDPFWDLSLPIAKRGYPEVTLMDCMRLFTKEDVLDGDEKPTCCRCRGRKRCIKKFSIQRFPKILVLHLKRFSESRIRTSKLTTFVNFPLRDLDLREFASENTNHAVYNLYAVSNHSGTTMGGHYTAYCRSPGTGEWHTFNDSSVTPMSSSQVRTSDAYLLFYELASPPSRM
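Deubiquitinase activity read as fluorescence (485/531 nm) after Ub-CHOP2 cleavage activates the enterokinase reporter on its substrate; USP2 core 10nM, Ub-CHOP2 and substrate 25nM each, 30min compound preincubation then 60min RT; data normalized to NEM, curves fitted.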
Tb PFK block – qHTS Assay to Find Inhibitors of T. brucei phosphofructokinase. ATP-dependent 6-phosphofructokinase (Trypanosoma brucei brucei), O15648. T. brucei PFK, ADP-Glo luminescence. Potency, µM (highest dose often 57.5 µM), without a hit: top-dose activity, negative = inhibition, usual class: inhibitors. hit rate 0.17% among 330,000. AID 485367, 2010;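 note: potency is the fitted concentration of half-maximal effect; 0% = uninhibited 1x PFK enzyme wells and -100% = no-enzyme wells; nearly all actives have a fitted effect of over 60% in size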
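Luminescent ADP detection (ADP-Glo, two-step: ATP depletion then ADP-to-ATP conversion for luciferase) reported PFK activity after 45 min room-temperature reaction of 1.25 nM enzyme with 0.5 mM F6P and 0.1 mM ATP at pH 8.0.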
ELG1 DNA repair – qHTS screen for small molecules that inhibit ELG1-dependent DNA repair in human embryonic kidney (HEK293T) cells expressing luciferase-tagged ELG1. HEK293T ELG1-luciferase reporter, luminescence, 16 h; DNA damage induced by 5-fluorouridine. Potency, µM (highest dose often 46.1 µM), for inactives: at the highest dose activity change, negative = inhibition, actives largely listed as inhibitors. hit rate 2.3% among 330,000; note: potency is the fitted concentration of half-maximal effect; % is set by controls: 0 for no effect and ±100 for the full control effect; nearly all actives have a fitted effect of over 55% in size
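In this reporter screen, reduction of luminescence relative to DMSO vehicle indicated activity. Compounds and 5-fluorouridine were added together to 2,000 cells per well, incubated for 16 hr at 37 °C, then developed with ONE-Glo.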
TCR act – Activators of T cell receptors: qHTS campaign; 330,000 tested, under 10 active; primary human leukocytes, anti-CD3, IL-2 HTRF, 48 h; Potency, µM (series often up to 9.22 µM), without a hit: at the top dose activation of IL-2 secretion, actives largely listed as activators; note: % of control where 0% means no effect
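48 hr co-incubation of compounds, a-CD3 beads and primary human leukocytes; IL-2 quantified homogeneously by HTRF with anti-IL-2 K and d2 conjugates.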
* hit, by the source's call; ? = inconclusive; nt = no result given; [ ] = another dose, or the depositor's remark. Unless noted, calls come from the whole dose curve; as a rule, active = well fitted curve in the direction sought with a large enough effect; inconclusive = small, poorly fitted or top-dose-only effect, or another doubt; inactive = no such curve, though single readings can be large; an effect the other way counts as inactive or inconclusive.

Below each compound: TCR act, BCR signal inh, TSHR antagonist, ELG1 DNA repair, B2AR arrestin, Mito fusion act, PTAP TSG101 blk, Eya2 inh, USP2a inh, Tb PFK block, uPA surface inh
[1] O=C(Nc1ccc(C(=O)N2CCOCC2)cc1)c1ccc([N+](=O)[O-])cc1
 : -1%, -6%, -10, 1%, -1.7%, -6%, -1%, -1%, 6%, 0%, 1%
[2] CCOC(=O)c1cnc(-n2nc(C)cc2C)[nH]c1=O
 : 4%, -5%, -5, -7%, -0.1%, 0%, -2%, 1%, 3%, -3%, -1%
[3] CSc1ccc(CNC(=O)Cn2nc(C)c3c(C)n(-c4ccc(C)cc4)nc3c2=O)cc1
 : 9%, 6%, -3, 0%, 0.1%, 5%, 3%, 6%, 2%, 1%, 5%
[4] C=CC(C)N1C(=O)S/C(=C\c2ccc(N3CCOCC3)cc2C)C1=O (configuration not stated)
 : -2%[46.1 µM], 3%, -25, ?, 3.6%, 1%, 1%, 0%, 5%, -1%, 6%
[5] Cn1c(SCc2ccccc2)nnc1-c1ccc(O)cc1
 : nt, -15%, 6, ?, 0.7%, -1%, 0%, 1%, 0%, 4%, 2%
[6] O=c1[nH]c(CSc2nnc3ccccn23)nc2ccccc12
 : -1%[46.1 µM], 6%, -1, -2%, -0.6%, -3%, -2%, 0%, 3%, 7%, -1%
[7] COc1ccc(C2C(C(=O)N3CCCCC3)c3ccccc3C(=O)N2C)cc1 (configuration not stated)
 : 3%, 0%, 4, -2%, 0.3%, -1%, -5%, -8%, -1%, 0%, -5%
[8] CCO[C@@H]1OC(C(=O)N2CCN(C)CC2)=C[C@H](C(C)(C)C)[C@H]1CCCO
 : -4%, 6%, 1, 13%, -0.2%, 0%, -4%, -8%, 2%, 3%, -8%
[9] Cc1ccc(/C=C/C(=O)NCCc2cccc(Cl)c2)o1
 : 2%, ?, -9, -1%, 7.4%, -6%, -10%, -7%, 0%, -17%, -7%
[10] Cc1nn(CC(=O)Nc2ccc3c(c2)OCO3)c(C)c1[N+](=O)[O-]
 : 1%, 3%, -4, 5%, -1.4%, -3%, -2%, 7%, 8%, 2%, 4%
[11] CC(C)(C)C(=O)NC(=S)N1CCCC1
 : 2%[46.1 µM], -5%, 9, 5%, 3.9%, -4%, 0%, 1%, 0%, -1%, 0%
[12] COc1cc(NC(=O)C2CCN(S(=O)(=O)c3cccc4nonc34)CC2)cc(OC)c1
 : 3%, 3%, -4, ?, 0.5%, -1%, -1%, 26%, -1%, -5%, -6%
[13] CCOC(=O)c1[nH]c2c(c1-c1ccc(OC)cc1)C(=O)CC(c1ccc(OC)c(OC)c1)C2 (configuration not stated)
 : -3%, -3%, -1, ?, 0.1%, 3%, 0%, -4%, -1%, 0%, 14%
[14] O=C(CCN1C(=O)/C(=C/c2ccccc2F)SC1=S)NCCCN1CCOCC1
 : -1%, 17%, 7, 1%, 0.1%, 5%, 1%, 7%, -1%, 3%, -11%
[15] NS(=O)(=O)c1ccc(NC(=O)COC(=O)C2CCCCC2)cc1
 : -2%, 0%, -4, 9%, 0.2%, 3%, 1%, -27%, 1%, -3%, 3%
[16] Cc1ccc([N+](=O)[O-])cc1S(=O)(=O)Nc1ccc(C(=O)N2CCN(C(=O)c3ccco3)CC2)cc1
 : 0%, 3%, -11, -1%, -0.7%, -5%, 0%, -25%, 0%, 0%, -6%
[17] N#CC1=C(N)N2C(=C(C#N)C13CCCC3)Nc1ccccc12
 : -1%, 11%, -1, 0%, 0.0%, 2%, -1%, 0%, 10%, -7%, nt
[18] CC(=O)N1CCc2c(sc(NC(=O)Cc3ccc(F)cc3)c2C(N)=O)C1
 : -2%, -1%, -7, ?, -0.3%, 10%, -1%, 5%, 2%, 0%, 16%
[19] O=C(Nc1ccc(OC(F)(F)C(F)F)c(NC(=O)c2cccc(F)c2)c1)c1cccc(F)c1
 : 3%[46.1 µM], ?, 2, 19%, -0.1%, -3%, -3%, -3%, 0%, 0%, 3%
[20] CCc1ccccc1NC(=S)N1CCCCCC1
 : -4%, -5%, -9, -8%, 0.2%, -11%, -2%, -1%, -1%, 1%, 12%
[21] O=[N+]([O-])c1ccc(NC(=S)N2CCN(S(=O)(=O)c3ccccc3)CC2)cc1
 : -6%, 3%, -16, 5%, 0.0%, 1%, -1%, -14%, 0%, 0%, 3%
[22] O=C1c2ccccc2S(=O)(=O)N1CC(O)COc1ccc(Br)cc1 (configuration not stated)
 : 0%, 1%, -5, 5%, -0.5%, -1%, -3%, 6%, 1%, 3%, 2%
[23] O=c1cc(O)nc2n1CCCS2
 : 3%, 0%, 8, 11%, -0.2%, 4%, -5%, 15%, -9%, -2%, -2%
[24] O=C(OC1CCN(c2ccc([N+](=O)[O-])cc2)CC1)c1ccccc1
 : 3%, 0%, -11, 2%, -0.3%, 4%, -1%, -4%, 2%, 0%, -4%
[25] O=C(NCCCn1ccnc1)c1cc(-c2ccc(Cl)cc2)nc2ccccc12
 : -7%, -2%, -7, 0%, -0.2%, -4%, -3%, 3%, 0%, 12%, 6%
[26] CC(=O)NC(C(=O)NCC(N)=O)C(C)C (configuration not stated)
 : 13%, 0%, -8, -15%, 0.1%, 5%, -4%, 6%, -1%, -1%, nt
[27] C/C(=N\NS(=O)(=O)c1ccc(Br)cc1)c1cccs1
 : nt, 1%, 0, 5%, -0.2%, 1%, -8%, 29%, -4%, 1%, 2%
[28] COc1ccc(C(=O)Nc2ccnn2C2CCN(C(=O)c3cnsn3)CC2)cc1
 : -6%, 2%, -3, 12%, -0.3%, -1%, nt, 1%, -1%, -3%, 5%
[29] NC(=O)NOCc1ccc(Cl)cc1Cl
 : -5%, -9%, -6, 17%, 0.0%, 3%, 0%, 8%, -7%, -14%, -2%
[30] O=C(Nc1ccncc1)c1cccc(S(=O)(=O)N2CCOCC2)c1
 : -6%, 0%, -15, -5%, -0.1%, 2%, -1%, -14%, 2%, -2%, 1%
[31] CCn1c(/C=C/c2ccccc2C)nc2ccccc2c1=O
 : 1%, ?, -9, ?, -0.4%, 2%, -3%, -11%, 0%, 0%, 5%
[32] COc1cccc(NC(=O)Cc2nnc(SCC(=O)NC3CCCCC3)n2C)c1
 : -4%, -7%, -2, 18%, -1.0%, -4%, 0%, 0%, -2%, -22%, 0%
[33] COc1ccc(Cl)cc1NS(=O)(=O)c1cn(C)nc1C
 : -3%, -1%, -6, -4%, 0.7%, 1%, -2%, 5%, 0%, 0%, 4%
[34] CC(C)Oc1ccc(CN2CCC(n3nccc3NC(=O)C3CC3)CC2)cc1
 : -5%, 0%, 4, 9%, -0.2%, -3%, -2%, 3%, -2%, 1%, 4%
[35] Cc1ccc(NC(=O)Cn2nc(C)c3ccccc3c2=O)cc1
 : 2%, -1%, -3, 2%, -0.7%, 0%, -4%, -6%, 0%, -1%, 5%
[36] CCOCC(=O)Nc1ccc(S(=O)(=O)N2CCOCC2)cc1
 : 5%, 0%, 11, 14%, 0.1%, 0%, -8%, ?, 3%, 2%, 8%
[37] COc1cc(/C=N/O)cc(Br)c1OCc1ccc(Cl)cc1
 : 1%, ?, -10, -6%, -0.2%, 12%, -9%, -30%, 2%, 0%, -6%
[38] COC(=O)c1cccc(NC(=O)CSc2nnnn2C)c1
 : 0%, 0%, 8, ?, 0.3%, -3%, -1%, -10%, 5%, 1%, -3%
[39] O=C1CN(C(=O)c2ccccc2)c2ccccc2N1
 : -1%, 1%, 5, 18%, -0.9%, -7%, -4%, -26%, 1%, -8%, 8%
[40] CC(C)[C@H](NC(=O)c1ccccc1F)C(=O)Nc1nc2c(s1)CCCC2
 : 0%[46.1 µM], 3%, -14, ?, -0.1%, -4%, -1%, -14%, -1%, 0%, 2%
